Screening data from PubChem.
C2C12 statin – suppression of simvastatin myotoxicity | 330,000 tested, 0.78% active | C2C12 myotubes + simvastatin, ATP luminescence, 48 h; scaled: DMSO 0, geranylgeraniol control 100 | rescue of ATP level, % at 7.49 µM;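 active means mean ATP rescue above about 67%, or every replicate alone reaching that limit, limit read from the data, passing the limit was not always enough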;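 further: myotubes were challenged with 10 µM simvastatin during compound exposure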
PglD DTNB – inhibitors of Campylobacter jejuni PglD acetyltransferase; 360,000 tested, 0.098% active; purified PglD enzyme, DTNB colorimetric CoA detection; inhibition, % at 12.5 µM; in the data active means inhibition above about 16%, passing the limit was not always enough; further: strong numbers were not always called active
* = called active by the depositor. Only part of the results is shown (hit frequency here may not be typical).

SMILES	C2C12 statin	PglD DTNB
CCCCn1c(SCC(=O)Nc2cc(C)on2)nc2c1c(=O)n(C)c(=O)n2C	5	0
Cc1oc2c(c1C(=O)Nc1cccc(C(=O)O)c1)CCCC2	0	2
Cc1cc(Nc2ccccc2)nc(-c2ccccc2O)n1	-6	0
Cc1ccc(NC(=O)CSc2n[nH]c(-c3ccncc3)n2)cc1C	-9	-2
COc1ccc2c(c1)c(C(=O)CN1CCOCC1)c(C)n2C	12	0
CCCCn1c(SCC(=O)NCCc2ccc(OC)c(OC)c2)nc2c1c(=O)n(C)c(=O)n2C	0	-5
O=C(c1ccccc1)N1CCC(c2nc(-c3ccc(S(=O)(=O)N4CCOCC4)cc3)no2)CC1	7	5
O=S(=O)(NCCc1ccncc1)c1ccc(Br)cc1	6	8
Oc1ccc2ccccc2c1N=Nc1ccccn1	25	2
C=C(C)CC(NCc1ccco1)c1ccc(OC)cc1 (stereo unspecified)	30	6
CC(C)C(=O)c1cn(CC(=O)NCC2CCCO2)c2ccccc12 (stereo unspecified)	-9	-1
Cc1ccc(-n2c(SCC(=O)Nc3ccc4c(c3)OCO4)nnc2-c2cccs2)cc1	21	-2
COc1ccc(N(Cc2cc3ccccc3[nH]c2=O)C(=O)C2CCCO2)cc1 (stereo unspecified)	13	8
Cc1cccc(C)c1NC(=O)C1(N(Cc2ccco2)C(=O)c2ccccn2)CCCC1	10	2
O=S(=O)(Cc1ccccc1)Nc1ccc(S(=O)(=O)NCC2CCCO2)cc1 (stereo unspecified)	-1	-6
COC(=O)c1ccc(-c2ccc(CNCC(O)c3ccccc3)o2)cc1 (stereo unspecified)	26	4
Cc1ccc(-c2nnc(N3CCN(C(=O)CN4C(=O)c5ccccc5C4=O)CC3)c3ccccc23)cc1	-4	1
Cc1nc(SCC(=O)c2ccc(F)cc2)c([N+](=O)[O-])[nH]1	-2	-5
CCc1ccc(-c2nn(Cc3ccccc3)cc2/C=C/C(=O)O)cc1	-29	-3
CCOC(=O)CSc1ncc(-c2ccccc2)nn1	-5	1
Cc1nc(NC(=O)c2ccc(Cl)cc2)sc1Cc1ccc2c(c1)OCO2	-66	4
O=C(CCc1nc(-c2ccccc2F)no1)NCCN1CCc2ccccc2C1	-8	0
O=C(NCCO)c1cccc(Cl)c1	4	5
CN(C)C(CNc1nnnn1-c1ccccc1)c1ccco1 (stereo unspecified)	0	-6
COc1ccc(C2C(C(=O)NCc3ccco3)CCC(=O)N2c2ccc(OC)cc2)cc1 (stereo unspecified)	-11	0
O=C1C2CC=CCC2C(=O)N1c1nc2n(n1)C(c1ccccc1)CC(c1ccccc1)N2 (stereo unspecified)	-3	-8
Cn1cccc1C(=O)C(=O)Nc1cccc(Cl)c1Cl	28	-9
CCc1ccccc1NC(=S)NC1CC2CCCC(C1)N2Cc1cccs1 (stereo unspecified)	10	-3
COc1ccc(CNC(=O)C2CC(=O)N(c3ccc(OCC(=O)N4CCCCC4)cc3)C2)cc1 (stereo unspecified)	-9	2
COc1ccc2[nH]c(=O)c(C(c3nnnn3C3CCCCC3)N3CCN(C)CC3)cc2c1 (stereo unspecified)	-11	-1
O=C(c1cccc(Cl)c1)N1CCN(C(=O)c2ccccc2F)CC1	4	-2
CN=C(Nc1cc(Cl)ccc1Cl)SC1CC(=O)N(c2ccc(C(=O)OC)cc2)C1=O (stereo unspecified)	33	3
CCCN1CCN(CCCNC(=O)C2CCCN(c3nc4ccc(OCC)cc4s3)C2)CC1 (stereo unspecified)	-6	5
COC(=O)c1ccc(CS(=O)(=O)c2ccc(C)cc2)cc1	-2	-2
CCCCn1nnnc1SCC(=O)Nc1ccc(F)cc1	5	1
CCc1nc(NCCN)c(C#N)c2c1CSC(C)(C)C2	8	2
Cc1nn(Cc2ccc(F)cc2)c(C)c1NC(=O)C1c2ccccc2Oc2ccccc21	3	0
CCN(CC)S(=O)(=O)c1cccc(C(=O)OCC(=O)c2ccc3c(c2)NC(=O)CO3)c1	7	-1
O=C(CSc1nnnn1-c1cccnc1)NCc1cccs1	17	-1
CCS(=O)(=O)C1=NSC2=NC(=O)/C(=C\c3ccc(OS(=O)(=O)c4ccccc4)cc3)C(=N)N21	1	-6
O=C1CCC2(C(=O)O)Sc3ccccc3N12 (stereo unspecified)	12	0
CCCN1C2=NCCCN2c2ccccc21	21	-8
COC(=O)C1=C(C)N(C)C(=O)/C1=C\c1ccco1	-11	-1
Cc1cc(C(F)F)n2nc(C(=O)Nc3ccccc3F)nc2n1	10	-1
C=CCNc1nc(Nc2ccc([N+](=O)[O-])cc2)nc(OC)n1	3	3
COCCN1C=C2C(=O)C(C)(OC(=O)CCC(=O)OC)C(=O)C(Br)=C2C=C1c1ccc(OC)cc1 (stereo unspecified)	0	3
CCOc1ccc(S(=O)(=O)N2CCN(S(=O)(=O)c3ccc(OCC)cc3)C(C)C2)cc1 (stereo unspecified)	-61	0
Cc1ncc(S(=O)(=O)c2ccccc2)c(-c2ccccc2)n1	-11	6
CN(C)CCCOC(=O)Cc1ccc(Cl)cc1	-14	0
CC1(C)CC2CC(C)(CN2CC(=O)C(C#N)c2ccccc2)C1 (stereo unspecified)	3	2
O=C(CC1Sc2ccccc2NC1=O)OCC(=O)N1CCc2ccccc21 (stereo unspecified)	12	-2
COc1ccc(S(=O)(=O)N2c3cc(C)ccc3OCC2C(C)(C)C)cc1 (stereo unspecified)	-51	3
C=CCn1c2ccccc2c2nnc(SCC(=O)Nc3cc(C)on3)nc21	18	5
CC(NC(=O)c1ccco1)c1cccc2ccccc12 (stereo unspecified)	0	1
O=C(CSc1nnc(-c2cccnc2)n1CCc1ccccc1)NCc1ccccc1	-16	-1
Cc1c(NC(=O)c2cccnc2Cl)c(=O)n(-c2ccccc2)n1C	1	2
Cc1cc(C)c(S(=O)(=O)O)c(C)n1	-13	2
O=c1c2ccccc2cnn1-c1ccc2ccccc2c1	-19	3
COC(=O)CCn1nnc(-c2cccs2)n1	1	4
COc1ccc(OC)c(NC(=O)CCN2CCCCC2)c1	2	2

(continued)
SMILES	C2C12 statin	PglD DTNB
COC(=O)Cc1c(C)nc2nc(NCc3cccc([N+](=O)[O-])c3)[nH]n2c1=O	6	0
CS(=O)(=O)N1CCc2cc(C(=O)O)ccc21	9	4
CCOc1cc(C2c3c(n[nH]c3C)C(=O)N2c2ccc(C)cc2)ccc1O (stereo unspecified)	14	-2
COc1ccc(/C=C2\SC(=S)N(NC(=O)c3csc4c3CCCC4)C2=O)cc1	3	-1
Cc1ccc(CN2CCS(=O)(=O)CC2)cc1	9	-4
CCOC(=O)c1cc(-c2ccccc2)sc1NC(=O)C(C)Sc1nnc(N)s1 (stereo unspecified)	-1	1
O=C(CNC(=O)c1ccc(Br)o1)Nc1cccc(-c2cnc3ccccc3n2)c1	6	0
CCC(CCC(=O)Nc1ccn(-c2ccccc2)n1)C(=O)O (stereo unspecified)	121*	-2
COCCNC(=O)C(c1cccs1)N(C(=O)Cn1nnc2ccccc21)c1ccc2c(c1)OCO2 (stereo unspecified)	5	8
O=C(O)C1C2C=CC(C2)C1C(=O)Nc1ccc2c(c1)OCCO2 (stereo unspecified)	5	0
O=C(NCc1ccc(Cl)c(Cl)c1)c1cccnc1	106*	-8
O=C(NCc1cccs1)C1CCC(CNS(=O)(=O)c2ccc(Br)s2)CC1 (stereo unspecified)	15	-7

Given with two lines to a compound: part of the list above.
Below each compound: C2C12 statin	PglD DTNB
Cc1ccc(CN2CCS(=O)(=O)CC2)cc1
 : 9	-4
CCOC(=O)c1cc(-c2ccccc2)sc1NC(=O)C(C)Sc1nnc(N)s1 (stereo unspecified)
 : -1	1
O=C(CNC(=O)c1ccc(Br)o1)Nc1cccc(-c2cnc3ccccc3n2)c1
 : 6	0

Profiles, quoted from the list. Order of screens: C2C12 statin | PglD DTNB
COc1ccc(N(Cc2cc3ccccc3[nH]c2=O)C(=O)C2CCCO2)cc1 (stereo unspecified) as listed: 13 | 8
CC(C)C(=O)c1cn(CC(=O)NCC2CCCO2)c2ccccc12 (stereo unspecified) as listed: -9 | -1

Other compounds follow.
SMILES	C2C12 statin	PglD DTNB
O=C(Oc1ccc(=O)n(-c2ccccc2)n1)c1ccc(Cl)cc1	0	-17
O=C(Nc1cc(Sc2nc3ccccc3s2)cc([N+](=O)[O-])c1)c1ccccc1	6	-6
O=C1c2ccccc2C(=O)N1CCCCn1c(=O)oc2ccccc21	5	5
CC(/C=N\NC(=O)c1cc(C)oc1C)=C\c1ccccc1	-4	4
COC(=O)c1[nH]c2ccc(C)cc2c1NC(=O)CN1CCN(Cc2ccccc2)CC1	14	-2
CCOCC(=O)Nc1nnc(C2CCCCC2)s1	-2	1
COc1ccccc1-c1cc(C(=O)N/N=C/c2sccc2C)c2ccccc2n1	-25	-4
COc1ccc(OC)c(-n2c(CNC3CCN(Cc4ccccc4)CC3)nc3ccccc3c2=O)c1	-6	1
COc1nn(CC(=O)N2N=C(C(F)F)CC2(O)C(F)F)cc1[N+](=O)[O-] (stereo unspecified)	0	6
CCn1c2ccc(CC(=O)O)cc2c2cc(CC(=O)O)ccc21	-3	1
O=C(N/N=C\c1ccc(-c2ccc(Cl)c(Cl)c2)o1)C(=O)N1CCCC1	0	-6
Cc1ccc(OCc2nnc(SCc3nc4ccccc4[nH]3)n2Cc2ccco2)cc1	6	9
CN1Cc2c(N3CCOCC3)nc(SCc3ccccc3)c(C#N)c2CC1(C)C	0	-1
CCCCC(Nc1ncnc2ccccc12)C(=O)O (stereo unspecified)	-1	8
CC(C)C(NC(=O)CN(c1cccc(F)c1)S(C)(=O)=O)C(C)C	29	-4
COc1cc2c(cc1OC)-c1cc(NC3CCCC3)nc(=O)n1CC2	-27	-6
CCOC(=O)c1c(NC(=O)c2cccs2)sc2c1CC(C)(C)OC2	-14	5
CCN1CCCC1CN(Cc1cc2ccc(C)c(C)c2[nH]c1=O)C(=O)Nc1ccccc1OC (stereo unspecified)	-8	-5
Cc1cc(C(=O)OCC(=O)NCCC(C)C)c2ccccc2n1	2	-2
O=C(Nc1ccc(Cl)cc1)NC1CCCc2ccccc21 (stereo unspecified)	-33	-2
COc1ccc(N(C(=O)Cc2cccs2)C(C(=O)NC2CCCCC2)c2cccn2C)cc1OC (stereo unspecified)	-2	3
COCCN(Cc1cc2cc3c(cc2nc1Cl)OCO3)C(=O)Nc1ccccc1OC	-24	2
CCOC(=O)Nc1cccc(OCC(=O)Nc2ccc(OC)cc2OC)c1	18	10
O=C(O)CCc1ccc(-c2ccc(F)cc2)n1Cc1ccco1	4	-3
Cc1ccc(NC2=CC(=O)OC(C)C2)cc1 (stereo unspecified)	-17	-1
CC(C)(C)c1nc(S(=O)(=O)c2ccc(Cl)cc2)c(N2CCOCC2)o1	3	-5
CCOC(=O)N1CCN(C(=O)C2CCN(S(=O)(=O)c3ccc(C)cc3)CC2)CC1	19	-7
Cc1cccc(-c2nnc(-c3ccc(N)cc3)o2)c1	0	4
CCc1ccccc1NS(=O)(=O)c1cc(C)ccc1OC	42	-1
Cc1ccccc1N(CC(=O)Nc1ccccc1C(=O)O)S(C)(=O)=O	14	-1
Cc1cccc(N(CC(=O)Nc2c(C)n(C)n(-c3ccccc3)c2=O)S(C)(=O)=O)c1C	5	0
O=c1c([N+](=O)[O-])c(N2CCCCCC2)c2ccccc2n1-c1ccccc1	-41	-1
CC1S/C(=C(\C#N)C(=O)NCc2ccco2)N(Cc2ccco2)C1=O (stereo unspecified)	17	-1
CCOC(=O)N1CCN(C(=O)C(C)N(c2ccc(Oc3ccccc3)cc2)S(C)(=O)=O)CC1 (stereo unspecified)	4	2
Nc1c(Cl)cc(Cl)cc1C(=O)OCC(=O)N1CCCC1=O	0	-2
Cc1ccc(C(=O)Cn2ncsc2=N)cc1	6	1
Cc1nc(NC(=O)CCC(=O)O)sc1C(=O)N(C)C	9	4
CC(C)CC(=O)NC(=S)Nc1ccccc1F	1	-2
CCN(CC)c1cc(CS(=O)c2ccccc2)nc(-c2ccccc2)n1 (stereo unspecified)	13	-6
C=C(C)CN=c1scc(C)n1/N=C/c1ccco1	-7	11
CC(=O)Nc1nc(CC(C)C)cc2c1c(=O)oc1ccccc12	-6	-2

In a second layout: entries from further up
molecule | C2C12 statin | PglD DTNB
CCS(=O)(=O)C1=NSC2=NC(=O)/C(=C\c3ccc(OS(=O)(=O)c4ccccc4)cc3)C(=N)N21 | 1 | -6
O=C1CCC2(C(=O)O)Sc3ccccc3N12 (stereo unspecified) | 12 | 0
CCCN1C2=NCCCN2c2ccccc21 | 21 | -8
COC(=O)C1=C(C)N(C)C(=O)/C1=C\c1ccco1 | -11 | -1
Cc1cc(C(F)F)n2nc(C(=O)Nc3ccccc3F)nc2n1 | 10 | -1
C=CCNc1nc(Nc2ccc([N+](=O)[O-])cc2)nc(OC)n1 | 3 | 3

Copied from the list.
PglD DTNB with `CC(C)CC(=O)NC(=S)Nc1ccccc1F` → -2
PglD DTNB with `C=C(C)CN=c1scc(C)n1/N=C/c1ccco1` → 11
C2C12 statin with `CC(=O)Nc1nc(CC(C)C)cc2c1c(=O)oc1ccccc12` → -6
